# FLuc modulator = firefly luciferase modulation, counter-screen for miR-21 project. purified FLuc, Km substrates, luminescence inhibition. Potency, µM (top dose mostly 57.5 µM), without a hit: at the highest dose activity change, negative = inhibition, usual class: inhibitors. 360,000 compounds, 6.9% hits. AID 588342;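 further: plate controls were vehicle for no effect and reference inhibitor for full effect; nearly all actives have a fitted effect of over 55% in size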
#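 Purified P. pyralis luciferase, 10 nM final, with Km-level 10 uM D-luciferin and 10 uM ATP in 50 mM Tris acetate pH 7.5, 10 mM Mg acetate, 0.01% Tween-20, 0.05% BSA; 6-point qHTS titration about 60 µM downward; luminescence read.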
# BRCA1 expr act = increases BRCA1 expression; MCF7-BRCA1-FFLuc reporter, luminescence, 48 h; response scale: scaled: vehicle 0%, 10 µM genistein 100%; 380,000 compounds, 1.1% hits; Potency, µM (highest dose often 46.1 µM), for inactives: top-dose activation, actives largely listed as activators; AID 624202; further: nearly all actives have a fitted effect of over 80% in size; some results filed as inactive show a strong effect at the top dose
#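 Compounds are tested at multiple concentrations on MCF7 BRCA1-luciferase reporter cells seeded at 2000 per well; after 48 h, a single luminescence end-point is taken and curves fitted to the normalized data.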
# p53 reactivator = re-activators of mutant p53. Potency, µM (top dose mostly 92.2 µM), for inactives: at the top dose activity change, positive = activation, most hits filed as activators. 320,000 compounds, 0.063% hits. H1299 p53-A138V BP100-luciferase reporter, luminescence, 24 h. AID 504706; further: % of control where 0% means no effect; nearly all actives have a fitted effect of over 45% in size
#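 p53-null H1299 cells stably carrying temperature-sensitive p53-A138V and a BP100-luciferase reporter were pinned with compounds (4-point, 1:5 series) and held 24 hrs at 37 deg C. Luminescence was read 10 min after detection reagent.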
# Gal4-VP16 FLuc = inhibits Gal4-VP16 luciferase reporter, ROR gamma counter-screen; Drosophila S2 Gal4-VP16 UAS-luciferase, luminescence, 20 h; Potency, µM (highest dose often 53.6 µM), for the others: at the highest dose activity, negative = inhibition, actives largely listed as inhibitors; 310,000 compounds, 3.5% hits;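 further: Gal4-VP16 expression switched on by copper sulfate through the metallothionein promoter; on the % scale 0 is the no-effect control and ±100 the full control effect; nearly all actives have a fitted effect of over 50% in size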
# NPC1 prom act = activators of NPC1 promoter; Potency, µM (top dose mostly 9.22 µM), for the others: top-dose activation, hits mostly activators; 320,000 compounds, 2.4% hits; Huh7 NPC1 promoter luciferase reporter, 24 h;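 further: % of control where 0% means no effect; nearly all actives have a fitted effect of over 60% in size; reporter is driven by a mutant NPC1 promoter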
#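 Cells: Huh7 expressing luciferase under the NPC1 promoter, 1500/well. Seeded 2 h, compound added, incubated 24 h at 37 °C. Luciferase reagent, 10 min ambient, then luminescence.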
# RORgamma inh = inhibitors of mouse ROR gamma transcriptional activity; Drosophila S2 Gal4-RORgamma UAS-luciferase reporter, 20 h; 310,000 compounds, 5.4% hits; Potency, µM (series often up to 53.6 µM), for inactives: at the highest dose activity change, negative = inhibition, hits mostly inhibitors; AID 2551; further: on the % scale 0 is the no-effect control and ±100 the full control effect; nearly all actives have a fitted effect of over 60% in size
# Target sequence (P51450 whole entry, looked up, the tested form may be a part): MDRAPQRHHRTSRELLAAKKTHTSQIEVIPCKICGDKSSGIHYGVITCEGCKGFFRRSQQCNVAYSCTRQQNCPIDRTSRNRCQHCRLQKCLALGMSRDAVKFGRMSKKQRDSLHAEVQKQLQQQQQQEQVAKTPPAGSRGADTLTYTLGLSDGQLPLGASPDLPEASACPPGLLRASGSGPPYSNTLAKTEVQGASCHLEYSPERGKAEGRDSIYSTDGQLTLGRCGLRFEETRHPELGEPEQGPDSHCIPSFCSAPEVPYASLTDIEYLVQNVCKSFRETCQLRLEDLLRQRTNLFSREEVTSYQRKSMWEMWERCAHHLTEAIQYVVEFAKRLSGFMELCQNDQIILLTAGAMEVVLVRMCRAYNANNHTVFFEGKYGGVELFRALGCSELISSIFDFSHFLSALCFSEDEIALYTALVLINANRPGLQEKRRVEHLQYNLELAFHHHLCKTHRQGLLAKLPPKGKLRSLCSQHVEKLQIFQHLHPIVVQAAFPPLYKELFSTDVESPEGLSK
#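 Compounds are pin-transferred onto Drosophila Schneider cells expressing a copper-inducible Gal4–ROR gamma transactivation domain fusion. After 1 hr, copper sulfate is added to 700 uM final; luciferase is read 20 hr later.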
# uPA surface inh = inhibitors of cell surface uPA generation; Potency, µM (doses to about 38.3 µM), for the others: at the top dose activity change, negative = inhibition, most hits filed as inhibitors; 330,000 compounds, 0.31% hits; cell surface uPA generation assay, qHTS; active means well fitted inhibition curve with a large enough effect; inconclusive means small, poorly fitted or top-dose-only effect; inactive means no such curve, though single readings can be large or run the other way; tested in mouse RAW 264.7 cells; further: on the % scale 0 is the no-effect control and ±100 the full control effect; nearly all actives have a fitted effect of over 55% in size
# ELG1 genotoxic = inducers of genotoxicity in HEK293T ELG1-luciferase cells; HEK293T ELG1-luciferase reporter, luminescence, 16 h; Potency, µM (titrated, usually from 46 µM), for inactives: at the top dose activity change, positive = activation, hits mostly activators; 330,000 compounds, 1.3% hits; AID 504466; further: % of control where 0% means no effect; nearly all actives have a fitted effect of over 60% in size
#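 HEK293T cells expressing luciferase-tagged ELG1 were exposed to compound or DMSO vehicle for 16 hr at 37 °C and 5% CO2. Luciferase activity was then measured with ONE-Glo after 30 min at room temperature.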
# Rab9 promoter act = activates the Rab9 promoter | Potency, µM (titrated, usually from 9.22 µM), inactives show at the top dose activation, negative = inhibition, most hits filed as activators | 320,000 compounds, 2.8% hits | Huh7 Rab9 promoter-luciferase reporter, luminescence, 24 h; further: % of control where 0% means no effect; nearly all actives have a fitted effect of over 60% in size
#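 Cell-based reporter: Huh7 stable for Rab9 promoter-driven luciferase, plated in reduced-serum medium with 10% FBS at 1500 cells/well, compound-treated 24 h at 37 °C, luminescence read after 10 min reagent.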
# MBNL1-CUG inh = MBNL1-poly(CUG) RNA binding inhibition; TR-FRET MBNL1-His/biotin-(CUG)12 binding, 665/545 ratio; Potency, µM (highest dose often 57.5 µM), without a hit: top-dose activity change, negative = inhibition, hits mostly inhibitors; 280,000 compounds, 0.036% hits; AID 2675; active means well fitted inhibition curve with a large enough effect in the signal ratio, with a control signal flat, not every such curve was filed as active; inconclusive means small, poorly fitted or top-dose-only effect, or effect the other way, or a change in a side signal; inactive means no such curve, though single readings can be large or run the other way; the % refers to the signal ratio; further: on the % scale 0 is the no-effect control and ±100 the full control effect
# Target sequence (Q9NR56 whole entry, looked up): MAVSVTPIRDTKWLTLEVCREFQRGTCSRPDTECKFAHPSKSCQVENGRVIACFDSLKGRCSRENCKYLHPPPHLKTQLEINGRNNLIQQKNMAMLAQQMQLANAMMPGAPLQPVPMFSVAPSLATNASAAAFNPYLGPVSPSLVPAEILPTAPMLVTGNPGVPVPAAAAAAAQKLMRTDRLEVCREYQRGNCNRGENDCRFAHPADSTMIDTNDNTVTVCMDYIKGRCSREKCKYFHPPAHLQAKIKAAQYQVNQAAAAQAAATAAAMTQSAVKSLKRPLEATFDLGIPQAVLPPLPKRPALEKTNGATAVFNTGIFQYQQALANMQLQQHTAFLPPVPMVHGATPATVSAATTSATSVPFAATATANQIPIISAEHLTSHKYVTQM
#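 Compound titration spanned 92 nM–58 uM against the MBNL1-His/biotin-(CUG)12 complex. After 60 min at room temperature with 5 nM streptavidin-XL665 and 0.055 ng/ul terbium anti-His, ratiometric 665/545 nm emission (Ex 340 nm) normalized to controls.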
# The depositor's hits bear a star; ? = inconclusive; / = not tested or not shown. Unless noted, the call rests on the fitted dose curve; in most records, active means well fitted curve in the direction sought with a large enough effect; inconclusive means small, poorly fitted or top-dose-only effect, or another doubt; inactive means no such curve, though single readings can be large; an effect the other way counts as inactive or inconclusive. Potency means the concentration at half of the fitted maximal effect.
canonical_smiles,FLuc modulator,BRCA1 expr act,p53 reactivator,Gal4-VP16 FLuc,NPC1 prom act,RORgamma inh,uPA surface inh,ELG1 genotoxic,Rab9 promoter act,MBNL1-CUG inh
CCn1c(SCC(=O)C(C)(C)C)nnc1-c1ccccc1OC,8%,-19%,1%,-1%,-3%,4%,1%,0%,14%,0%
CCCOc1ccc(N2C(=O)CC(N(CCc3ccc(OC)cc3)C(=O)c3ccccc3)C2=O)cc1 (stereo not drawn),2%,-28%,-2%,-1%,2%,13%,-10%,-4%,-5%,3%
O=C(CN1C(=O)/C(=C/c2cccc(Br)c2)SC1=S)Nc1cccnc1,?,-11%,-2%,23%,1%,-8%,0%,-1%,-2%,?
COc1ccc(CCN2C(=O)C3C4CCC(C4=C(C)C)C3C2=O)cc1OC (stereo not drawn),-1%,-17%,-8%,?,0%,-12%,3%,-4%,-4%,?
COc1cccc2cc(C(=O)N3CCC(C)CC3)c(=O)oc12,-6%,8%,5%,-1%,0%,-42%,11%,4%,-4%,13%
CN(C)C/C=C/C(O)(c1ccccc1)c1ccccc1,0%,0%,-3%,-3%,-1%,2%,3%,-2%,-5%,-7%
CC(C)c1ccc(OCC(=O)N(c2ccccn2)C2CCCCC2)cc1,-16%,-19%,13%,-84%,-4%,?,-1%,-3%,7%,-12%
Cc1c(O)ccc(/C=N/Nc2ncccc2[N+](=O)[O-])c1O,1.1µM*,?,-2%,?,0.56µM*,10µM*,-9%,2.6µM*,3.2µM*,?
COc1cc(Cl)c(C)cc1NC(=O)CSc1sc2c(O)cc(=O)[nH]c2c1C#N,-1%,-44%,-3%,4%,0%,-5%,1%,-4%,-5%,22%
Cc1ccc(S(C)(=O)=O)cc1C(=O)N1CC(C(N)=O)Oc2ccccc21 (stereo not drawn),0%,2%,3%,-7%,0%,-12%,-1%,-1%,-1%,-7%
O=C(NN=C1CCCCC1)NC1CCCCC1,-4%,-17%,8%,-5%,-1%,15%,3%,-2%,-5%,-10%
CCCc1cc(=O)[nH]c(SCC(=O)Nc2ccc(OC)c(S(=O)(=O)N3CCCCC3)c2)n1,/,-11%,-2%,/,/,/,-1%,1%,/,/

# Whole records from above.
# `CCn1c(SCC(=O)C(C)(C)C)nnc1-c1ccccc1OC` is listed with FLuc modulator = 8%; BRCA1 expr act = -19%; p53 reactivator = 1%; Gal4-VP16 FLuc = -1%; NPC1 prom act = -3%; RORgamma inh = 4%; uPA surface inh = 1%; ELG1 genotoxic = 0%; Rab9 promoter act = 14%; MBNL1-CUG inh = 0%
# `Cc1ccc(S(C)(=O)=O)cc1C(=O)N1CC(C(N)=O)Oc2ccccc21` (stereo not drawn) is listed with FLuc modulator = 0%; BRCA1 expr act = 2%; p53 reactivator = 3%; Gal4-VP16 FLuc = -7%; NPC1 prom act = 0%; RORgamma inh = -12%; uPA surface inh = -1%; ELG1 genotoxic = -1%; Rab9 promoter act = -1%; MBNL1-CUG inh = -7%

# Further results follow:
canonical_smiles,FLuc modulator,BRCA1 expr act,p53 reactivator,Gal4-VP16 FLuc,NPC1 prom act,RORgamma inh,uPA surface inh,ELG1 genotoxic,Rab9 promoter act,MBNL1-CUG inh
COc1ccccc1NC(=O)C1=C(C)Nc2nc(CCCO)nn2C1c1cccnc1 (stereo not drawn),0%,-14%,14%,-3%,-2%,-1%,3%,1%,1%,?
CN(C)C(=S)NC(=O)C12CC3(C)CC(C)(CC(C)(C3)C1)C2,1%,2%,2%,-23%,0%,2.5µM*,0%,-2%,-1%,-4%
CC1CN(S(=O)(=O)c2cccc(-c3cn4ccccc4n3)c2)CC(C)O1 (stereo not drawn),-13%,-53%,5%,0.35µM*,22%,?,-1%,-7%,-4%,-2%
CCc1nn(CCCC(=O)NCc2ccccc2C)c(=O)c2cc3occc3n12,-1%,-3%,-2%,?,-3%,?,-1%,2%,-3%,2%
Cc1cc(NC(=O)CSc2nnc(-c3ccc(S(=O)(=O)N4CCCC4)cc3)n2C)no1,0%,1%,-4%,-2%,-2%,11%,12%,-3%,-1%,-15%
COc1ccc(-n2nnnc2S(=O)(=O)CC(=O)N2CCCCC2)cc1,2%,-94%,-22%,4.5µM*,-7%,2.8µM*,?,10%,-25%,0%
Cc1cc(C)c(C)c(C(=O)c2ccccc2C(=O)O)c1C,?,-35%,0%,-12%,-1%,15%,-14%,-1%,-2%,-12%
NC(=O)C1(N2CCCCC2)CCN(C(=O)CCCn2c(=O)[nH]c3ccsc3c2=O)CC1,2%,27%,1%,5%,-1%,1%,-10%,-3%,-2%,9%
CC(=O)N(CCc1ccccc1)Cc1cc2cc(C)ccc2[nH]c1=O,-5%,-15%,3%,4%,1%,-16%,17%,-1%,0%,-1%
CC(C)NC(=S)Nc1c(N)[nH]c(=O)[nH]c1=O,2%,-6%,3%,3%,1%,-14%,2%,0%,0%,/
CCCCC(=O)NC1(C(F)(F)F)C(=O)Nc2c1c(=O)n(C)c(=O)n2C (stereo not drawn),2%,-19%,-6%,2%,1%,-1%,2%,7%,-1%,-2%
C[C@H](CO)N1C[C@H](C)[C@@H](CN(C)S(=O)(=O)c2ccc(F)cc2)Oc2ccc(NC(=O)CCN3CCOCC3)cc2C1=O,/,8%,-2%,/,/,/,3%,-2%,/,/

# Ordered by the number under RORgamma inh (falling): some entries from above.
smiles,RORgamma inh
Cc1cc(C)c(C)c(C(=O)c2ccccc2C(=O)O)c1C,15%
NC(=O)C1(N2CCCCC2)CCN(C(=O)CCCn2c(=O)[nH]c3ccsc3c2=O)CC1,1%
COc1ccccc1NC(=O)C1=C(C)Nc2nc(CCCO)nn2C1c1cccnc1 (stereo not drawn),-1%

# Rab9 promoter act: hit marks shown above
Compound	p53 reactivator	RORgamma inh	uPA surface inh	Rab9 promoter act
Cc1c(O)ccc(/C=N/Nc2ncccc2[N+](=O)[O-])c1O	-2%	10µM*	-9%	3.2µM*

# Continuation:
canonical_smiles,FLuc modulator,BRCA1 expr act,p53 reactivator,Gal4-VP16 FLuc,NPC1 prom act,RORgamma inh,uPA surface inh,ELG1 genotoxic,Rab9 promoter act,MBNL1-CUG inh
Cc1ccc(NC(=O)c2oc3ccc(S(=O)(=O)N4CCC5(CC4)OCCO5)cc3c2C)cc1C,?,-23%,-3%,-9%,-4%,34%,2%,-4%,-13%,17%
Cc1cc(C)n2nc(SCc3cccc(F)c3)nc2n1,0%,15%,1%,-8%,3%,29%,2%,4%,-5%,-6%
CC(=O)c1ccc(N2CCN(C(=O)C3CCN(S(=O)(=O)Cc4ccccc4)CC3)CC2)cc1,-4%,-13%,?,-22%,1%,35%,6%,-6%,8%,4%
O=C(C[C@@H]1C/C=C\C[C@H](Cc2ccc(F)cc2)C(=O)OC[C@H]2CCCN2C1=O)NCCO,/,4%,-7%,/,/,/,6%,0%,/,/
CC(C)NC(=O)CN1C(=O)C(C)(C)Oc2ccc(C(=O)NC3CCCCC3)cc21,3%,-21%,-6%,-13%,0%,0%,3%,4%,3%,10%
Cc1ccc(NC(=O)C2CC(=O)N/C(=N/N=C/c3ccco3)S2)cc1C (stereo not drawn),2%,6%,-15%,-17%,3%,?,1%,3%,1%,9%
C=CCOn1c(=O)c(-c2ccc(Cl)cc2)[n+]([O-])c2ccccc21,1%,-2%,5%,11%,1%,1%,-16%,3%,-5%,?
Cc1ccc(S(=O)(=O)N(C)c2ccc(OCC(=O)N3CCCC(C(F)(F)F)C3)cc2)cc1 (stereo not drawn),7%,-44%,1%,/,-7%,/,5%,-6%,-6%,/
COCCn1c(SCC(=O)NC2CC2)nnc1-c1ccco1,0%,-5%,3%,4%,2%,-12%,2%,-4%,0%,-2%
CCN(CC)S(=O)(=O)c1ccc(NS(=O)(=O)CC23CCC(CC2=O)C3(C)C)cc1 (stereo not drawn),2%,-16%,-1%,-4%,0%,-7%,-3%,2%,-2%,/
COc1ccc(C(=O)Nc2nc(C)cc(C)n2)cc1[N+](=O)[O-],-1%,-13%,2%,-9%,-3%,9%,-12%,2%,1%,/
CCOC(=O)C(Sc1ncnc2c1sc1nc(N3CCOCC3)c3c(c12)CCCC3)c1ccccc1 (stereo not drawn),-1%,/,-7%,-8%,-4%,-9%,/,2%,6%,19%
CSc1nnc2c3c4c(sc3nc(-n3nc(C)cc3C)n12)COC(C)(C)C4,-3%,-1%,3%,-2%,10%,-9%,5%,1%,-6%,10%
CC(C)NC(=O)CSCc1c(Cl)cccc1Cl,3%,19%,4%,-5%,0%,-7%,-4%,-5%,5%,-2%
CC(=O)c1cccc(NC(=O)C(C)OC(=O)c2cccc(S(=O)(=O)N3CCN(C)CC3)c2)c1 (stereo not drawn),-3%,-3%,4%,/,-7%,/,6%,0%,1%,/
CC(=O)c1ccccc1NS(C)(=O)=O,-2%,-10%,-3%,-3%,1%,-3%,3%,1%,2%,/
O=C(CSc1ccccc1C(=O)O)c1ccc([N+](=O)[O-])cc1,?,13%,3%,-4%,9%,8%,-12%,5%,?,?
O=S(=O)(N/N=C/c1ccc2c(c1)OCCO2)c1ccccc1,?,1%,9%,-19%,8%,23%,8%,0%,4%,?

# Compound activity deposited in PubChem by National Center for Advancing Translational Sciences (NCATS).

# Rows are unselected; any-hit rate near 13%.
